GLD-1 RNA inh = GLD-1-TGE RNA interaction inhibition (C. elegans); actives 0.44% (n = 320,000); inhibition, % at 5.96 µM; Q17339; AID 2280; purified GLD-1 + fluorescein TGE RNA, fluorescence polarization;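 active = percent inhibition above a per-plate cutoff, the plate mean of test compounds plus 3 SD, cut at about 30% in these data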;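 note: 0% = DMSO wells with GLD-1 and probe and 100% = wells lacking GLD-1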
MEX-5 binding = C. elegans MEX-5 TCR-2 RNA binding activity; Q9XUB2; MEX-5/FITC-TCR2 RNA binding, fluorescence polarization; active compounds read low; activity score (negative = inhibition of binding), % at 10 µM; actives 0.38% (n = 300,000); AID 1832;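 active = inhibition past about -25% in most replicates, and total fluorescence under double the plate's negative control median, limit read from the data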;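 note: 0% = DMSO and -100% = 5 µM competing unlabeled TCR2 RNA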
Fam108B inh = counter-screen for RBBP9 inhibitors: inhibitors of mouse Fam108B; recombinant Fam108B, FP-Rh probe fluorescence polarization; inhibition, % at 9.51 µM; actives 0.33% (n = 300,000); AID 1947;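 active = inhibition above the screen mean inhibition plus 3 SD, computed separately per campaign, cut at about 18% in these data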;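 note: inhibitors lower polarization as less probe binds the enzyme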
MCL1 BIM primary = disrupts human MCL1 binding to BIM-BH3 peptide; Q07820; GST-MCL1 / FITC-Bim-BH3 fluorescence polarization; inhibition, % at 10.9 µM; actives 0.68% (n = 320,000);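 active = inhibition above the mean inhibition of all tested compounds plus 3 SD, set per campaign, cut at about 40% in these data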;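 note: 0% = DMSO wells and 100% = unlabeled Bim-BH3 peptide control; higher means more loss of mP so more displacement of Bim peptide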
Bcl-xL primary = Bcl-xL (human) inhibition; Q07817; GST-Bcl-xL / FITC-Bim BH3 peptide fluorescence polarization; inhibition, % at 10.9 µM; actives 0.7% (n = 320,000); AID 2129;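 active = inhibition above the mean of all tested compounds plus 3 SD, cutoff set per campaign, cut at about 30% in these data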;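 note: 0% = DMSO wells and 100% = unlabeled Bim-BH3 peptide competitor; inhibitors lower millipolarization by displacing the labeled peptide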
Target sequence (Q07817 whole entry, looked up): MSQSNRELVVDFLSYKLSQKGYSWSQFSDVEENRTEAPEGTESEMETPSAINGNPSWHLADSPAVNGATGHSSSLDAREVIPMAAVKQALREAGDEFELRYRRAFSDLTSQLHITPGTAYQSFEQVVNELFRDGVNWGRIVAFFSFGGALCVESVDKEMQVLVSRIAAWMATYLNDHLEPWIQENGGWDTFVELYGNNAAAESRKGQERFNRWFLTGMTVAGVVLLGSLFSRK
GSTO1 inh = GSTO1 inhibition, counter-screen for RBBP9 inhibitors; P78417; AID 1974; recombinant GSTO1, activity-based probe fluorescence polarization; actives 1.1% (n = 300,000); inhibition, % at 5.96 µM;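 active = inhibition above the campaign mean inhibition plus 3 SD, cut at about 35% in these data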;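 note: 0% = GSTO1-1 with DMSO and 100% = wells lacking GSTO1-1 enzyme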
PAD4 FP inh = inhibitors of human PAD4; AID 485272; Q9UM07; recombinant PAD4, RCA probe fluorescence polarization; inhibition, % at 6.36 µM; actives 0.41% (n = 330,000);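 active = percent inhibition above a cutoff equal to the mean of all tested compounds plus 3 SD, cut at about 15% in these data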;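 note: 0% = PAD4 with RCA probe and DMSO and 100% = probe without PAD4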
Target sequence (Q9UM07 whole entry, looked up): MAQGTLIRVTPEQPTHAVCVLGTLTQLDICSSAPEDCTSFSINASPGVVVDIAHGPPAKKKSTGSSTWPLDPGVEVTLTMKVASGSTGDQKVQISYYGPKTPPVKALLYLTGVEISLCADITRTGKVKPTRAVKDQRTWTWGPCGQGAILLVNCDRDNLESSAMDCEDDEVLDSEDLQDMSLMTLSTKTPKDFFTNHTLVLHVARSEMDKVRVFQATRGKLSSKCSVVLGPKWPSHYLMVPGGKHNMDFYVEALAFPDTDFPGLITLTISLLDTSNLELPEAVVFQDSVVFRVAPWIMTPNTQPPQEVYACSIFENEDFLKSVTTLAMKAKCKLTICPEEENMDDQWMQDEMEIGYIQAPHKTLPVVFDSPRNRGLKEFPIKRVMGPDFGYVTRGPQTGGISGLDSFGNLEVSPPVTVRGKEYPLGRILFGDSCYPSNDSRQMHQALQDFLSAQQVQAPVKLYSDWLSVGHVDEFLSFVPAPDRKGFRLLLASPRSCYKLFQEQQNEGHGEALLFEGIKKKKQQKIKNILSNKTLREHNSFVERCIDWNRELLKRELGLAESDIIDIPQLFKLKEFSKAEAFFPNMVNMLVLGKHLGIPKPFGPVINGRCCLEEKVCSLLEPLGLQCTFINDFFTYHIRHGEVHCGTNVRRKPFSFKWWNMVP
PME-1 inh = blocks human protein phosphatase methylesterase 1 | Q9Y570 | recombinant PME-1, FP-Rh probe fluorescence polarization | inhibition, % at 5.9 µM | actives 0.53% (n = 320,000) | AID 2130;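 active = inhibition above the campaign mean of all compounds plus 3 SD, cut at about 26% in these data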;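 note: competitive labeling of PME-1 active site by serine hydrolase directed probe; 0% = PME-1 with DMSO and 100% = wells lacking PME-1 enzyme; inhibitors block probe labeling so polarization falls and inhibition rises; many of its hits are not listed in these tables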
TPT1 inhibitor = inhibitors of Candida albicans tRNA 2'-phosphotransferase TPT1; AID 1962; recombinant caTPT1, FP RNA substrate dephosphorylation; inhibition, % at 5 µM; actives 0.81% (n = 300,000);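 active = inhibition above the mean of all tested compounds plus 3 SD, set per screening campaign, cut at about 24% in these data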;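 note: plate controls were DMSO alone for no effect and ferristatin control at 100 nM for full effect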
* = called active by the depositor; x = no result given. An excerpt, so the mix of outcomes need not match the whole.

Results follow in this order: PAD4 FP inh	GLD-1 RNA inh	MEX-5 binding	Bcl-xL primary	GSTO1 inh	PME-1 inh	TPT1 inhibitor	Fam108B inh	MCL1 BIM primary
[1] CCOC(=O)c1ccc(-c2ccc(/C=C(\C#N)C(=O)NCC3CCCO3)o2)cc1 (configuration not stated)
 : -2	2	-20	-8	-1	4	4	-2	-25
[2] COC(=O)c1cc(NC(=O)c2cc(-c3ccc(C(F)(F)F)cc3)oc2C(F)(F)F)ccc1N1CCOCC1
 : -1	0	-0.9	0	-2	5	3	6	-1
[3] CC/C(=N\NC(=O)c1c(C)nc2ccccn12)c1ccccc1
 : -3	-4	-5.7	4	3	1	-2	1	7
[4] CSc1nc2nc(-c3ccc(F)cc3)c(CCN3CCN(C)CC3)cn2n1
 : 0	3	-2.0	3	12	-6	3	-4	4
[5] O=C1Nc2ccccc2C12NCCc1c2[nH]c2ccccc12 (configuration not stated)
 : -10	8	-0.7	6	-2	4	-2	1	9
[6] COCCN(C(=O)COC(=O)c1ccc(Cl)nc1)c1c(N)n(Cc2ccccc2)c(=O)[nH]c1=O
 : 0	3	2.6	-4	7	-3	0	-3	-23
[7] O=C(O)Cc1ccc(OCc2ccc(Cl)nc2)cc1
 : -3	-6	3.7	1	-2	1	-2	-1	3
[8] CCSc1nc2ccccc2n1S(=O)(=O)c1ccccc1
 : -1	5	x	8	9	-7	0	1	-1
[9] COc1cccc(N(C(=O)CNC(=O)c2ccco2)C(C(=O)NC2CCCC2)c2ccco2)c1 (configuration not stated)
 : -6	1	1.1	5	7	-2	3	-1	1
[10] COc1ccc(OCCN(C)C(=O)c2cccc(S(=O)(=O)N(C)c3ccccc3)c2)cc1
 : 4	0	x	1	x	6	x	x	3
[11] CCCn1c(SCC(=O)NCc2ccc(F)cc2)n[nH]c1=O
 : 0	1	-1.6	1	6	2	-3	0	2
[12] O=C(COc1coc(CN2CCc3ccccc3C2)cc1=O)Nc1ccccc1F
 : 1	-2	0.8	3	8	2	-1	3	-1
[13] COC(=O)Cc1ccc(Oc2ncc(C(F)(F)F)cc2Cl)cc1
 : 1	-1	1.1	4	12	-4	3	1	5
[14] COc1ccc(C(=O)CC2SC(N)=NC2=O)cc1 (configuration not stated)
 : -1	-7	0.0	6	-7	-6	0	-4	4
[15] CCCS(=O)(=O)N1CCC(C(=O)c2cccc(C(F)(F)F)c2)CC1
 : 9	5	1.7	5	2	2	0	6	7
[16] CCOC(=O)CSc1nc2c(cnn2-c2ccc(F)cc2)c(=O)[nH]1
 : -2	-2	0.2	6	-4	2	-2	2	6
[17] Cc1ccc(-c2csc(NC(=O)c3cccc(S(=O)(=O)N4CCN(C)CC4)c3)n2)cc1
 : 3	-4	3.2	3	-1	-1	-1	-3	-8
[18] O=C(CSc1nc2c(c(=O)n1-c1ccc(F)cc1)SCC2)Nc1ccc2c(c1)OCO2
 : 2	8	2.2	4	-1	5	-3	2	1
[19] O=C(NCc1ccco1)c1cc(-c2ccc(Cl)cc2)on1
 : -8	-6	2.6	-3	-7	-8	6	-11	-3
[20] COc1ccc(-n2cnnc2SCC(=O)c2cc(C)n(Cc3cccs3)c2C)cc1
 : 0	3	-0.3	4	-1	3	2	0	5
[21] Cc1ccc(CS(=O)Cc2ccc(C(=O)NC3CCCCC3)o2)cc1 (configuration not stated)
 : 0	-2	-4.6	-5	6	-4	3	-1	-10
[22] O=C(Cc1ccc(Cl)cc1)OCc1nnc(-c2ccccc2)o1
 : -3	3	1.4	-1	6	0	-2	2	8
[23] Cc1cccn2c(=O)c3cc(S(=O)(=O)c4ccc(Br)cc4)c(=N)n(C4CCCCC4)c3nc12
 : 1	-2	-2.8	1	-2	-2	1	0	0
[24] CCN(CC(=O)Nc1c(F)cccc1F)C(=O)CSCC(=O)Nc1ccc(OC)cc1
 : -2	0	0.8	-4	8	5	4	3	0
[25] COc1ccc(CNC(=O)CSc2nn3c(=O)c(C(C)(C)C)nnc3s2)cc1OC
 : -2	0	0.0	3	-3	-4	9	-2	0
[26] CCCCC/C=C\C/C=C\C/C=C\CCCCC(=O)O
 : 4	5	x	3	6	-7	8	-8	16
[27] O=C(COC(=O)c1ccc(Cl)c(S(=O)(=O)N2CCOCC2)c1)Nc1ccc2[nH]c(=O)[nH]c2c1
 : -7	7	x	1	x	7	x	x	-14
[28] CCNC(=O)Nn1c(-c2ccccc2)nc2ccccc2c1=O
 : -2	5	1.4	3	4	-2	0	-4	-6
[29] CCCCN(CC)S(=O)(=O)N1CCC(C(=O)NCc2ccc(F)cc2)CC1
 : -6	11	0.5	2	4	0	0	2	4
[30] CCCCn1c(N)c(N(C(=O)CSc2nnc(C)n2-c2ccccc2)C2CCCC2)c(=O)[nH]c1=O
 : -5	5	x	-1	x	3	x	x	-1
[31] Cc1ccc(C)c(S(=O)(=O)N2CCN(C(=O)c3cc(-c4cccs4)nn3-c3ccccc3)CC2)c1
 : -6	2	-2.2	2	-6	-8	1	-1	-8
[32] COC(=O)c1ccc(N/C=C/C(=O)c2ccc(OC)c(OC)c2)cc1
 : -4	12	-1.4	0	-4	-5	-2	-3	-5
[33] CNC(=O)C1CN(C(=O)c2cccc(S(=O)(=O)N3c4ccccc4CC3C)c2)c2ccccc2O1 (configuration not stated)
 : 1	4	x	1	x	-1	x	x	10
[34] CC(C)[C@@H](C(=O)N1CCN(Cc2ccc3c(c2)OCO3)CC1)n1nnc2ccccc2c1=O
 : -6	2	0.8	1	-5	2	-1	-2	5
[35] Cc1ccc(NC2CCCN(C(=O)CN3C(=O)CSC3=O)C2)cc1C (configuration not stated)
 : 0	0	-1.4	9	9	-5	0	2	8
[36] O=C(Nn1cnc2ccccc2c1=O)C1CCCCC1
 : 8	3	-3.5	-2	0	-2	-2	3	-3
[37] C=CCN1C(=O)C(CC(=O)Nc2ccc(OCCC)cc2)N(CCCN2CCN(Cc3ccccc3)CC2)C1=S (configuration not stated)
 : -3	1	0.4	4	-4	1	1	-2	7
[38] Cc1cc(C(=O)N/N=C/c2cc(Br)cc(Br)c2OC(=O)c2ccccc2)n[nH]1
 : 3	1	-0.7	3	-6	-8	-1	-8	3
[39] COc1ccc(CCNC(=O)CSc2nnnn2C)cc1OC
 : -3	-7	0.9	9	-6	-2	4	-2	-1
[40] CCOc1ccc(CCNC(=O)CCn2cccc2)cc1OCC
 : -1	-1	-0.9	4	9	-2	2	2	4
[41] Cc1[nH]c2ccccc2c1/C=N/NC(=O)CCC(=O)NCc1ccccc1
 : 3	-29	-3.2	-3	-5	14	7	2	-1
[42] COc1ccc(C(=O)Nc2ccccc2N2CCCC2)cc1S(=O)(=O)N1CCOCC1
 : 2	4	-1.5	14	4	6	-1	6	10
[43] CCOC(=O)c1cnc(-n2nc(C)cc2C)nc1Nc1ccc(O)cc1
 : -4	-3	-0.9	0	8	3	-1	1	-2
[44] COC(=O)C1=C(C)N=c2s/c(=C/c3ccoc3)c(=O)n2C1c1ccccc1 (configuration not stated)
 : -44	-39	2.8	-13	-21	-14	58*	-5	-31
[45] O=C(COc1cc(Cl)c(Cl)cc1Cl)Nn1cnnc1
 : 4	2	-1.7	3	0	0	2	1	10
[46] Cc1cc(SCC(=O)Nc2cccc(S(=O)(=O)N3CCOCC3)c2)nc2ccccc12
 : 2	-3	2.2	5	-2	19	0	-3	2
[47] CCOC(=O)/C(CCC[N+](C)(CC)CC)=N\O
 : -2	3	0.9	-15	3	2	0	-2	-20
[48] Cc1cc(SCC(=O)c2cc3ccccc3o2)nc2ccccc12
 : -5	-94	2.2	-68	-9	-1	66*	-6	-87
[49] CN(CCC#N)C(=O)CSc1nnc(-c2c[nH]c3ccccc23)o1
 : 1	4	-1.0	-1	-4	-3	3	3	-2
[50] O=C(c1ccc(F)cc1Cl)N(c1ccccn1)C1CCCCC1
 : 5	-2	-0.8	5	13	1	3	3	-2
[51] O=C(CCl)N(c1ccccc1)c1c[nH]c2ccccc12
 : 3	-1	0.5	-4	70*	2	-5	5	-4
[52] CN1CCN(S(=O)(=O)c2ccc(=O)[nH]c2)CC1
 : -1	-2	-2.2	0	-3	4	-1	1	-2
[53] CCC(=O)Nc1cc(OC)c(NC(=O)c2ccccc2)cc1OC
 : -12	2	0.1	12	-1	-1	-6	-2	8
[54] CCCOc1ccc(/C=c2\sc3ncnn3c2=O)cc1
 : -2	0	-2.8	2	6	2	-2	2	-7
[55] CCCN1Cc2cccc(C(=O)NCCc3ccccc3)c2C1=O
 : 5	-1	2.1	5	2	16	0	9	6
[56] CC(C)CC[n+]1ccn(-c2nc3ccccc3nc2[N-]S(=O)(=O)c2ccc(Cl)cc2)c1
 : 4	22	1.1	23	11	3	-5	-6	21
[57] COC(=O)c1ccc(CSc2nc3sc(C)c(C)c3c(=O)[nH]2)cc1
 : -2	-3	-0.5	4	10	-3	-4	-1	3
[58] COc1ccc(N2Cc3ccccc3C2)cc1Cl
 : -6	-2	0.1	2	-3	-1	1	2	0
[59] CCOC(=O)c1c(NC(=O)COC(=O)Cc2c[nH]c3ccccc23)sc(C(=O)N(C)C)c1C
 : 3	-1	5.2	1	5	-1	4	-4	-6
[60] Cn1cc(C(=O)NC2CCCCC2)c(=O)c2cc(S(=O)(=O)N3CCOCC3)ccc21
 : -6	-4	-0.8	4	2	-2	-1	-4	0

Continued:
Results follow in this order: PAD4 FP inh	GLD-1 RNA inh	MEX-5 binding	Bcl-xL primary	GSTO1 inh	PME-1 inh	TPT1 inhibitor	Fam108B inh	MCL1 BIM primary
[61] CCCCOc1ccccc1C1C(C(=O)OC)=C(C)N(C)C(C)=C1C(=O)OC
 : -4	-3	1.3	2	1	-3	-4	3	6
[62] NNC(=O)CCC(=O)Nc1ccccc1
 : -5	1	2.3	3	2	-11	-1	0	-1
[63] O=[N+]([O-])c1ccc(O)c(-c2nc(-c3ccccc3)c(-c3cccs3)[nH]2)c1
 : 0	6	-3.3	1	-7	5	-1	26*	4
[64] CSCC[C@H](NC(=O)COc1ccc(Cl)cc1)C(=O)N1CCC2(CC1)NCCc1[nH]cnc12
 : -2	-4	1.4	5	-3	0	-1	0	5
